CYP2C19 inh = blockers of cytochrome P450 2C19 activity – biochemical, luminescence, ADME assay, primary screen; inhibition, % at 5 µM; AID 778, 2007; CYP2C19 Supersomes, luciferin-H EGE luminescence, 30 min; P33261; 96,000 tested, 21% active;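 active = CYP2C19 inhibition above a set limit at 5 µM in the primary screen, cut at about 50% in these data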;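 also: plate controls were negative control wells for no effect and 2.5 mM tranylcypromine positive control for full effect; values of inactives mirror those of a sister screen read the other way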
CYP2C19 act = human CYP2C19 activators, primary screen, biochemical, luminescence; activation factor at 5 µM; recombinant CYP2C19, luciferin-H EGE luminescence; active compounds read high; 0 = fully inhibited enzyme, 1 = untreated enzyme; AID 1025, 2008; Cytochrome P450 2C19 (Homo sapiens), P33261; 96,000 tested, under 10 active;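 active = activation factor of at least 2 at 5 µM in the primary screen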;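 also: 0 = wells with 2.5 mM tranylcypromine and 1 = vehicle-only wells; values of inactives mirror those of a sister screen read the other way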
S1P2 ag = S1P2 receptor agonists, primary screen, cell-based | Sphingosine 1-phosphate receptor 2 (Homo sapiens), O95136 | S1P2-expressing cell line, agonist reporter read-out | activation, % at 4.5 µM | 97,000 tested, 0.46% active | AID 729, 2007; in the data active = activation above about 16%;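 also: 0% = vehicle low control and 100% = maximal reference agonist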
Target sequence (O95136 whole entry, looked up): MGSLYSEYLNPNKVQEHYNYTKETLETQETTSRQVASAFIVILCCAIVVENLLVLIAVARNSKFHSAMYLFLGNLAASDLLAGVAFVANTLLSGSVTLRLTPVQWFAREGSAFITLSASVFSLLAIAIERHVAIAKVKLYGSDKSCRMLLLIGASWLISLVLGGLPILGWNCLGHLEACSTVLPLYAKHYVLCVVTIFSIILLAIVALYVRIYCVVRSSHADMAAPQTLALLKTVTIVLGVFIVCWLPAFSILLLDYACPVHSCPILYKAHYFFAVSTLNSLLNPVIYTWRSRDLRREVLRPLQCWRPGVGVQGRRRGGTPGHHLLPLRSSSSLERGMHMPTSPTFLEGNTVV
sEH activator = soluble epoxide hydrolase activators, primary screen, biochemical, human sEH | activation, % at 2 µM | purified human sEH enzymatic activity, activator screen | Bifunctional epoxide hydrolase 2 (Homo sapiens), P34913 | 91,000 tested, 0.04% active | AID 717, 2007; in the data active = activation above about 37%; also: values of inactives mirror those of a sister screen read the other way
Target sequence (P34913 whole entry, looked up): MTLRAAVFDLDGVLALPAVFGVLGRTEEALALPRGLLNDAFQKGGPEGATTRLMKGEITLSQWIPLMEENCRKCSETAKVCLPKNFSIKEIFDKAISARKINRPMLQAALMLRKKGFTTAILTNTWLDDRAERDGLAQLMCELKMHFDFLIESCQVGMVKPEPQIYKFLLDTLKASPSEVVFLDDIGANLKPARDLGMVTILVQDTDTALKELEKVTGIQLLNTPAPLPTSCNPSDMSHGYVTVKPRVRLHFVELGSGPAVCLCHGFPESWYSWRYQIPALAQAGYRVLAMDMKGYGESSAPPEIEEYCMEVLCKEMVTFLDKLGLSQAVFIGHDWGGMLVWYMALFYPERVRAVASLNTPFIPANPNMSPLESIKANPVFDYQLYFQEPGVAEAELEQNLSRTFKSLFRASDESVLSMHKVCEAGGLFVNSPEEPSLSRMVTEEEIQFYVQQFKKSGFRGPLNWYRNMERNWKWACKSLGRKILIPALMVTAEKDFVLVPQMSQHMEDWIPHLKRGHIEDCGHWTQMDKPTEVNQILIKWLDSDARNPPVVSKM
DAT uptake mod = changed hDAT dopamine uptake under cocaine IC80, either direction, primary screen, cocaine antagonist project, cell-based, LLC-PK1 hDAT, [14C]-dopamine uptake, MLSMR. Sodium-dependent dopamine transporter (Homo sapiens), Q01959. LLC-PK1 hDAT cells, [14C]-dopamine uptake with cocaine IC80; actives deviate in either direction. B-score at 10 µM. 110,000 tested, 1.3% active;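 active = Z score or B-score, a plate-position-corrected score, falls beyond the plate's 99.7% confidence bounds, in either direction; inactive = both scores lie inside the 99.7% bounds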;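 also: scored against the spread of the other compound wells on the same plate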
S1P2 antag = human S1P2 receptor antagonists, primary screen, cell-based. inhibition, % at 5 µM. 97,000 tested, 0.21% active. cell-based S1P2 antagonist assay, inhibition at 5 uM. Sphingosine 1-phosphate receptor 2 (Homo sapiens), O95136; in the data active = inhibition above about 45%;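 also: CRE beta-lactamase reporter cells expressing human S1P2 stimulated with S1P; 0% = agonist at EC80 alone and 100% = agonist plus reference antagonist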
PostGolgi ctrl = growth inhibition of yeast control strain, primary screen, counter-screen for post-Golgi transport modulator project. inhibition, % at 10 µM. efflux-deficient yeast background strain, growth absorbance A615, 16 h. 98,000 tested, 5% active
sEH inhibitor = soluble epoxide hydrolase inhibitors, primary screen, biochemical, human sEH; recombinant human sEH enzymatic activity assay; AID 707, 2007; Bifunctional epoxide hydrolase 2 (Homo sapiens), P34913; inhibition, % at 2 µM; 91,000 tested, 0.34% active; in the data active = inhibition above about 80%; also: values of inactives mirror those of a sister screen read the other way; many of its hits are not listed in these tables
PostGolgi yeast = phenotypic screen on post-Golgi transport, primary screen; AID 739, 2007; inhibition, % at 10 µM; 98,000 tested, 0.9% active; post-Golgi transport phenotypic cell assay;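 also: yeast cells grown in 1536-well plates; yeast grown about 18 h at 30C before absorbance read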
* = called active by the depositor; / = not tested or not shown. Rule as the data show it, unless noted: active = inhibition above about 30%; inactive = the rest.

Values run as follows: CYP2C19 inh, CYP2C19 act, S1P2 ag, sEH activator, DAT uptake mod, S1P2 antag, PostGolgi ctrl, sEH inhibitor, PostGolgi yeast
> CCOc1cc(-c2cc(-c3ccc(OC)cc3)nc(N)c2C#N)ccc1O
 : 19.9, 0.8, -2.4, 13.6, 0.148, -25.8, -2.5, -12.8, -6.5
> Cc1ccccc1N(CC(=O)N/N=C/c1cc(C)n(-c2ccccc2C)c1C)S(C)(=O)=O
 : 9.6, 0.9, 2.9, -5.8, -2.69*, -3.1, 7.2, 7.5, -1.0
> CCc1ccc(C2C(C#N)=C(N)SC(N)=C2C#N)cc1
 : 30.9, 0.7, -7.7, -8.5, -0.445, -19.6, 0.5, 9.1, 0.0
> COc1ccc(-c2nc(-c3ccccc3)c(-c3cccs3)[nH]2)cc1OC
 : 6.1, 0.9, -1.4, -5.3, 1.89, -8.1, 34.3*, 2.5, 3.6
> COC(=O)c1ccccc1NC(=O)c1ccc2c(c1)OCCO2
 : 23.5, 0.8, -1.0, 0.6, 0.778, -8.0, 4.3, 4.3, -4.7
> O=S1(=O)N=C(Oc2cccc3ccccc23)c2ccccc21
 : /, /, -5.9, -2.5, -0.00759, -4.7, /, 3.0, /
> O=C(Nc1ccc2c(c1)OCO2)C1CCCN1C(=O)NCc1ccccc1 (centres undefined)
 : 97.2*, 0, -0.8, 1.8, -0.00829, 19.9, -2.4, -2.3, -2.9
> O=C(NCCc1ccccc1)C1CCN(S(=O)(=O)N2CCCC2)CC1
 : -10.5, 1.1, /, /, -0.491, /, -3.6, /, 33.3*
> O=C(NC(CO)c1ccccc1)c1ccco1 (centres undefined)
 : 3.1, 1, -0.4, 8.0, 0.0125, 14.6, -11.9, -7.8, -4.9
> COc1ccccc1CN1CCN(S(=O)(=O)c2ccccc2)CC1
 : 62.2*, 0.4, -5.9, -11.2, -0.352, 4.1, 6.1, 9.4, -0.8
> CC(C)C(=O)Nc1cccc(-c2nc3ccccc3o2)c1
 : 25.2, 0.7, -2.6, 1.4, 0.0647, -12.4, 9.4, 2.4, 16.4
> CN(CCNC(=O)C1CC(=O)N(c2ccc(F)c(Cl)c2)C1)Cc1ccccc1 (centres undefined)
 : 4.0, 1, -7.5, 5.0, 0.266, -11.3, 13.7, -5.3, -3.3
> O=C(Nc1ccc2c(c1)ncn2C1CCCCC1)c1ccco1
 : 8.3, 0.9, -5.4, /, 0.0335, 5.5, -1.8, /, -2.9
> Cc1cc(NC(=O)CCC2CCCC2)no1
 : 59.4*, 0.4, -0.4, 6.7, 0.854, -9.9, 5.3, -2.2, 1.7
> CC(CS(=O)(=O)c1cccc2cccnc12)N1CCCCC1 (centres undefined)
 : 17.1, 0.8, /, /, 0.175, /, 6.4, /, -0.8
> CN(C)S(=O)(=O)c1ccc(S(=O)(=O)N(Cc2ccco2)Cc2ccccc2Cl)cc1
 : 1.9, 1, -6.5, 10.9, -0.111, 8.8, 4.9, -9.6, -9.0
> COc1cccc(CNCC(O)(c2ccc(Cl)cc2)c2ccc(Cl)cc2)c1
 : 29.9, 0.7, -3.2, 11.4, -0.0641, 7.2, 24.9, -10.3, 2.6
> O=C(O)c1ccc(NCc2ccncc2)cc1
 : -6.0, 1.1, 0.4, 4.7, 1.52, -7.1, 6.1, -3.8, 1.4
> CCN(CC)C(=O)Oc1ccc(Cl)c2ccccc12
 : 67.2*, 0.3, -1.9, -4.8, -0.343, 8.6, 10.1, 4.4, -7.2
> O=C(CCCCn1c(=O)[nH]c2ccccc2c1=O)N1CCN(c2cccc(C(F)(F)F)c2)CC1
 : 62.4*, 0.4, -8.3, 5.1, 2.04, 22.7, 6.7, -7.6, 1.4
> COCCNC(=O)c1onc(CSc2ccc(C)c(C)c2)c1C(=O)O
 : 32.9, 0.7, -5.4, -2.7, 0.0481, 15.5, 12.1, 8.2, -2.2
> COc1ccc(-c2nnc(SCC(=O)NCc3cccs3)n2CC(C)C)cc1
 : 50.9*, 0.5, -1.6, -8.2, 1.45, 15.7, 0.6, 7.5, -1.3
> C=CCNC(=O)COc1ccc(S(=O)(=O)NC2CCCCC2)cc1
 : 29.0, 0.7, -5.6, -10.8, -0.279, -10.8, 11.1, 10.2, -6.0
> CCn1c(C)nc2cc(C(=O)n3cc(C(=O)c4ccccc4O)cn3)ccc21
 : 10.3, 0.9, -4.8, 15.7, -0.012, 0.6, -0.1, -13.4, 4.2
> O=C(CN1C(=O)NC2(CCCCCC2)C1=O)N1CCN(S(=O)(=O)c2ccc(Cl)cc2)CC1
 : 7.8, 0.9, -2.8, /, 0.691, -11.6, 0.0, /, 3.2
> Cc1ccc(C)c2[nH]c(=O)c(CN(CCN3CCCC3)C(=O)Nc3cccc(Cl)c3)cc12
 : 19.5, 0.8, -9.5, 10.6, -0.223, 1.3, 5.6, -9.2, -0.6
> CCOc1ccc(OCc2cccc(C(=O)N3CCCC3)c2)cc1
 : 39.7, 0.6, -1.6, -9.3, 1.95, -15.2, 5.6, 13.7, 3.4
> CS(=O)(=O)N1CCc2cc(-c3csc(NC(=O)Cc4cccs4)n3)ccc21
 : 89.5*, 0.1, -9.4, -2.9, 0.459, 29.8, 0.3, 4.9, -5.0
> COc1ccc(Cl)cc1N/C(N)=N/c1nc(CSc2ccc(C)cc2)cc(=O)[nH]1
 : 52.1*, 0.5, -1.8, 6.3, 0.0987, -7.8, 0.1, -5.4, 12.0
> Cc1ccc2c(c1)c1ncnc(N3CCc4ccccc4C3)c1n2C
 : 36.1, 0.6, -1.6, -7.4, 0.801, -7.6, 30.0*, 7.5, 18.6

Going on with the list.
Values run as follows: CYP2C19 inh, CYP2C19 act, S1P2 ag, sEH activator, DAT uptake mod, S1P2 antag, PostGolgi ctrl, sEH inhibitor, PostGolgi yeast
> O=C(NCC(=O)N1CCCCC1)c1ccc(Cl)cc1Cl
 : 46.2, 0.5, -2.0, 15.9, 0.167, 25.4, -1.8, -15.0, -1.2
> Cc1c(Cl)cccc1NC(=O)CCC(=O)NNC(=O)c1ccccc1Cl
 : 19.2, 0.8, -7.8, -1.9, -0.198, 2.3, -8.2, 3.0, 15.6
> CC(C)COC(=O)N1CCCC1C(=O)O (centres undefined)
 : /, /, -3.8, -6.8, 0.303, 8.5, /, 11.9, /
> Nc1ccc2c3c(cccc13)CC2
 : 4.4, 1, -11.1, -10.5, -0.0218, 10.4, 2.8, 11.6, 1.9
> CC1(C)Cc2ccccc2-c2nnnn21
 : 0.9, 1, -2.8, 2.8, -0.931, -2.1, 2.4, -0.8, 0.0
> CCOc1cccc(C2c3c(oc4cc(C)c(C)cc4c3=O)C(=O)N2CCCN(C)C)c1 (centres undefined)
 : -5.0, 1.1, -5.4, 5.4, 0.999, 9.8, -7.8, -1.7, 5.3
> NC(=O)C1(N2CCCCC2)CCN(Cc2nc3ccccc3c(=O)[nH]2)CC1
 : 14.6, 0.9, -1.5, 0.6, 0.0797, 5.7, -3.2, -2.6, 9.2
> CNC(=O)c1ccc(-c2ccc(OC)cc2)s1
 : 19.5, 0.8, -7.2, 7.4, 0.0294, 10.6, 4.5, -7.7, -1.4
> CC(=O)c1ccc(C(=O)Nc2ccc(N3CCOCC3)cc2)cc1
 : -9.3, 1.1, -1.4, 4.7, -0.306, 6.3, -6.8, -2.8, -3.5
> CS(=O)(=O)c1ccc(C(=O)NC2CCOC2=O)cc1 (centres undefined)
 : 9.5, 0.9, -6.3, /, -0.677, -10.6, -6.5, /, -4.4
> Cc1nnc(NC(=O)CSc2nnc(Cc3cccn3C)n2-c2ccccc2)s1
 : 25.3, 0.7, -5.7, -2.8, -0.865, -15.9, 0.2, 6.2, 9.6
> COc1ccc(C)cc1NC(=O)COC(=O)c1c(C)noc1C
 : 30.7, 0.7, -2.9, 4.8, -0.387, 7.8, 9.2, -5.1, 0.6
> O=C(C1CCC(C(=O)N2CCCCC2)CC1)N1CCCCC1 (centres undefined)
 : 9.1, 0.9, -2.0, 0.9, 0.347, -16.3, 6.4, 4.0, 1.4
> COc1ccc(NC(=O)COC(=O)CCCc2c[nH]c3ccccc23)cc1
 : 83.9*, 0.2, -4.1, -7.4, -1.68, -13.7, 1.3, 9.9, -1.4
> O=c1oc2cc(Cl)ccc2n1CSc1nc2ccccc2s1
 : 73.7*, 0.3, -3.9, -8.6, 0.0249, -14.3, 32.1*, 3.2, 8.3
> CCCC(=O)NCCc1ccc(F)cc1
 : 30.3, 0.7, -1.1, 11.2, -1.19, 7.9, 5.1, -8.9, -6.1
> CCc1[nH]nc2c1C(c1cccnc1)C(C#N)=C(N)O2 (centres undefined)
 : -6.0, 1.1, -2.8, -2.2, -0.519, -10.6, -3.7, -3.2, -5.0
> CC1(C)CC(=O)C(C=NCCc2ccccn2)=C(O)C1
 : 14.8, 0.9, -1.0, 7.4, 0.536, 4.9, 4.3, -6.4, -1.4
> COc1ccc(-c2n[nH]c(=S)n2C2CCCCC2)cc1
 : 78.7*, 0.2, -4.2, -17.9, 1.8, 5.5, 28.2, 16.8, 11.2
> O=C(O)c1ccc(Sc2nnc(-c3cccc(Br)c3)o2)c([N+](=O)[O-])c1
 : -33.0, 1.3, -1.3, -4.3, -1.06, -3.5, 1.8, 3.7, -2.7
> O=S(=O)(N/N=C\c1cccn1-c1ccccc1)c1ccc2ccccc2c1
 : 49.7, 0.5, -6.5, -1.7, -0.309, 8.3, 16.6, 2.1, -7.7
> CCC(=O)Nc1nc(-c2ccc3c(c2)OCCO3)cs1
 : 2.7, 1, -2.3, 7.1, 0.29, 13.7, 13.6, -10.0, 5.5
> O=C(Cn1nnc(-c2cccs2)n1)NCCc1ccccc1
 : /, /, -6.7, 6.9, 0.0537, -2.5, /, -1.3, /
> CSCCC(NC(N)=O)C(=O)N(C)CC(=O)Nc1cc(C)ccc1C (centres undefined)
 : -5.0, 1.1, -4.2, 0.0, -0.0262, -36.0, 1.4, -0.9, 1.2
> O=C(NCCN=C1NS(=O)(=O)c2ccccc21)c1ccc(S(=O)(=O)N2CCOCC2)cc1
 : -2.0, 1, -5.7, -5.6, -0.683, 16.0, -11.8, 5.9, -0.4

For reference, some entries already given.
Values run as follows: CYP2C19 inh, CYP2C19 act, S1P2 ag, sEH activator, DAT uptake mod, S1P2 antag, PostGolgi ctrl, sEH inhibitor, PostGolgi yeast
> O=C(NCC(=O)N1CCCCC1)c1ccc(Cl)cc1Cl
 : 46.2, 0.5, -2.0, 15.9, 0.167, 25.4, -1.8, -15.0, -1.2
> Cc1c(Cl)cccc1NC(=O)CCC(=O)NNC(=O)c1ccccc1Cl
 : 19.2, 0.8, -7.8, -1.9, -0.198, 2.3, -8.2, 3.0, 15.6
> CC(C)COC(=O)N1CCCC1C(=O)O (centres undefined)
 : /, /, -3.8, -6.8, 0.303, 8.5, /, 11.9, /

Assay outcomes from PubChem.
